# Assay outcomes as filed in PubChem BioAssay.
# FLuc counter: inhibits or activates purified firefly luciferase, miR-21 counter-screen | purified FLuc, Km substrates, luminescence inhibition | P08659 | Potency, µM (titrated, usually from 57.5 µM), inactives show top-dose activity change, negative = inhibition, usual class: inhibitors | 360,000 tested, 6.9% active;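 note: plate controls were vehicle for no effect and reference inhibitor for full effect; nearly all actives have a fitted effect of over 55% in size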
#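 Biochemical qHTS of compounds, final roughly 60 µM downward over six points, against 10 nM purified firefly luciferase using Km concentrations of substrates (10 uM D-luciferin, 10 uM ATP) in Tris acetate pH 7.5 buffer; luminescence output.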
# Rab9 promoter act: activates the Rab9 promoter; 320,000 tested, 2.8% active; Potency, µM (highest dose often 9.22 µM), for inactives: at the highest dose activation, negative = inhibition, actives largely listed as activators; Huh7 Rab9 promoter-luciferase reporter, luminescence, 24 h; note: % of control where 0% means no effect; nearly all actives have a fitted effect of over 60% in size
#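 Rab9 promoter-driven luciferase in stably transfected Huh7 cells; 1500 cells/well rested 2 h, exposed to compound in DMSO for 24 h at 37 °C, 5% CO2. Luminescence read 10 min after adding luciferase reagent at ambient temperature.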
# BRCA1 expr up: activators of BRCA1 expression; MCF7-BRCA1-FFLuc reporter, luminescence, 48 h; response scale: scaled: vehicle 0%, 10 µM genistein 100%; Potency, µM (doses to about 46.1 µM), inactives show at the top dose activation, actives largely listed as activators; 380,000 tested, 1.1% active; note: nearly all actives have a fitted effect of over 80% in size; some results filed as inactive show a strong effect at the top dose
#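 Reporter cells (MCF7, BRCA1 promoter-firefly luciferase) received library compounds across a concentration series for 48 h. End-point luminescence was measured and concentration-effect curves derived after normalization.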
# uPA surface inh: blocks generation of uPA at the cell surface; cell surface uPA generation assay, qHTS; Potency, µM (series often up to 38.3 µM), inactives show at the highest dose activity change, negative = inhibition, usual class: inhibitors; 330,000 tested, 0.31% active; active = well fitted inhibition curve with a large enough effect; inconclusive = small, poorly fitted or top-dose-only effect; inactive = no such curve, though single readings can be large or run the other way; tested in mouse RAW 264.7 cells; note: % is set by controls: 0 for no effect and ±100 for the full control effect; nearly all actives have a fitted effect of over 55% in size
# MBNL1-CUG inh: MBNL1-poly(CUG) RNA binding inhibition | 280,000 tested, 0.036% active | Potency, µM (doses to about 57.5 µM), without a hit: at the highest dose activity change, negative = inhibition, actives largely listed as inhibitors | TR-FRET MBNL1-His/biotin-(CUG)12 binding, 665/545 ratio; active = well fitted inhibition curve with a large enough effect in the signal ratio, with a control signal flat, not every such curve was filed as active; inconclusive = small, poorly fitted or top-dose-only effect, or effect the other way, or a change in a side signal; inactive = no such curve, though single readings can be large or run the other way; the % refers to the signal ratio; note: % is set by controls: 0 for no effect and ±100 for the full control effect
# Target sequence (Q9NR56 whole entry, looked up): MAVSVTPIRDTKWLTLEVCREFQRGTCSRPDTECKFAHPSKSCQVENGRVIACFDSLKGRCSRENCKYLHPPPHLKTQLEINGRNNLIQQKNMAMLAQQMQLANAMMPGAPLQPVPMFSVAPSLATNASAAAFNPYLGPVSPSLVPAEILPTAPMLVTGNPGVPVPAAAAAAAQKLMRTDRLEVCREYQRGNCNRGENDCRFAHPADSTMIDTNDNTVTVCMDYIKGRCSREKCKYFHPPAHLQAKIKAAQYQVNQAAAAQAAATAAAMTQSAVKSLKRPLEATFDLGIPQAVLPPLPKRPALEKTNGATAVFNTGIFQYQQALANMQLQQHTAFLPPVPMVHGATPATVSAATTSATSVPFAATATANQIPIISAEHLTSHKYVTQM
#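 MBNL1-His + Biotin-(CUG)12, cpd titration 92 nM–58 uM; Tb anti-His Ab 0.055 ng/ul, SA-XL665 5 nM (final); 60 min RT; ratiometric 665/545 nm, Ex 340 nm; normalized to buffer and full-complex controls.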
# p53 reactivation: re-activators of mutant p53 | H1299 p53-A138V BP100-luciferase reporter, luminescence, 24 h | Potency, µM (doses to about 92.2 µM), inactives show at the top dose activity change, positive = activation, hits mostly activators | 320,000 tested, 0.063% active; note: % of control where 0% means no effect; nearly all actives have a fitted effect of over 45% in size
#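 p53-null H1299 cells stably carrying temperature-sensitive p53-A138V and a BP100-luciferase reporter were pinned with compounds (4-point, 1:5 series) and held 24 hrs at 37 deg C. Luminescence was read 10 min after detection reagent.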
# RORgamma inh: ROR gamma (mouse) transcription inhibition; P51450; Drosophila S2 Gal4-RORgamma UAS-luciferase reporter, 20 h; Potency, µM (doses to about 53.6 µM), inactives show top-dose activity change, negative = inhibition, usual class: inhibitors; 310,000 tested, 5.4% active; AID 2551; note: % is set by controls: 0 for no effect and ±100 for the full control effect; nearly all actives have a fitted effect of over 60% in size
# Target sequence (P51450 whole entry, looked up, the tested form may be a part): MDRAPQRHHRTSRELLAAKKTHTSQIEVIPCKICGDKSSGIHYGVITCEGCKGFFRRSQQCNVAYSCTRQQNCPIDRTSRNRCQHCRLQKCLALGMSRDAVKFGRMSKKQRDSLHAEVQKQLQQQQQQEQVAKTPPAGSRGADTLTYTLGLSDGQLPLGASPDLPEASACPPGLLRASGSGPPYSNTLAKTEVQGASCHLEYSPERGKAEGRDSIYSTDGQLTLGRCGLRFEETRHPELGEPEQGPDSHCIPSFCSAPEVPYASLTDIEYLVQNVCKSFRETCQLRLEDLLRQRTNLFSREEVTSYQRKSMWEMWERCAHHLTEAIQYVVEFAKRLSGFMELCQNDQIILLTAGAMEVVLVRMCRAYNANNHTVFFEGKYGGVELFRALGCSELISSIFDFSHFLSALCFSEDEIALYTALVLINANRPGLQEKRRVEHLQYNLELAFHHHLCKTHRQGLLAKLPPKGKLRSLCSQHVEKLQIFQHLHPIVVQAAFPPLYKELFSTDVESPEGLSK
#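 Using a luciferase readout, inhibitors were identified by reduced reporter activity in Drosophila cells coexpressing a copper-inducible Gal4–ROR gamma fusion and UAS-driven Photinus luciferase, incubated 20 hr after 700 uM copper sulfate.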
# ELG1 genotox: induces genotoxicity in HEK293T cells with luciferase-tagged ELG1; HEK293T ELG1-luciferase reporter, luminescence, 16 h; Potency, µM (titrated, usually from 46 µM), without a hit: at the top dose activity change, positive = activation, actives largely listed as activators; 330,000 tested, 1.3% active; AID 504466; note: % of control where 0% means no effect; nearly all actives have a fitted effect of over 60% in size
#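 Quantitative HTS format in 1536-well plates. HEK293T ELG1-luciferase reporter cells receive test compound and are incubated 16 hr at 37 °C, 5% CO2; ONE-Glo added, 30 min room temperature, then luminescence read.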
# NPC1 prom act: activates the NPC1 promoter; Huh7 NPC1 promoter luciferase reporter, 24 h; Potency, µM (top dose mostly 9.22 µM), for the others: at the highest dose activation, actives largely listed as activators; 320,000 tested, 2.4% active; AID 485313;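 note: % of control where 0% means no effect; nearly all actives have a fitted effect of over 60% in size; reporter is driven by a mutant NPC1 promoter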
#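 Stably transfected Huh7 (NPC1 promoter→luciferase), 1500 cells/well in Opti-MEM + 10% FBS, 2 h settle, then compound 24 h at 37 °C. Luminescence after 10 min with Amplite reagent.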
# VP16 counter: Gal4-VP16 reporter inhibition counter-screen; Drosophila S2 Gal4-VP16 UAS-luciferase, luminescence, 20 h; Potency, µM (titrated, usually from 53.6 µM), for inactives: at the highest dose activity, negative = inhibition, hits mostly inhibitors; 310,000 tested, 3.5% active; AID 2546;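 note: Gal4-VP16 expression switched on by copper sulfate through the metallothionein promoter; % is set by controls: 0 for no effect and ±100 for the full control effect; nearly all actives have a fitted effect of over 50% in size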
# * marks the source's active call; other numbers are inactive results; ? = inconclusive; / = no result given; & = joins results of further samples; [ ] = dose if it differs, or a comment. Unless noted, calls come from the whole dose curve; as a rule, active = well fitted curve in the direction sought with a large enough effect; inconclusive = small, poorly fitted or top-dose-only effect, or another doubt; inactive = no such curve, though single readings can be large; an effect the other way counts as inactive or inconclusive. Potency is the fitted concentration of half-maximal effect.
Structure	FLuc counter	Rab9 promoter act	BRCA1 expr up	uPA surface inh	MBNL1-CUG inh	p53 reactivation	RORgamma inh	ELG1 genotox	NPC1 prom act	VP16 counter
CC(=O)N1CCN(S(=O)(=O)c2cccc(C(=O)NC3CC3)c2)CC1	-1.2%	5.8%	10.9%	3.1%	/	3.2%	/	-2.0%	-0.6%	/
CC(OC(=O)CC(NC(=O)c1ccccc1Cl)c1ccccc1)C(=O)Nc1cccc(Cl)c1Cl (stereo unspecified)	1.9%	-7.5%	-41.5%	-1.4%	?	2.8%	22.6%	-6.1%	-2.8%	3.6%
CCN(CC)S(=O)(=O)c1cccc(C(=O)NCC(=O)OCC(=O)NCc2ccccc2)c1	5.5%	-5.6%	-13.7%	1.8%	-1.5%	-2.4%	2.2%	2.9%	-4.3%	3.1%
CC(=O)Nc1nc(-c2ccc3c(c2)OCO3)cs1	9.53µM*	2.24µM*	?	0.4%	6.9%	12.1%	36.9%	16.1%	3.55µM*	8.4%
CC(C)CCN1CCN(Cc2nc3c(s2)CCCC3)CC1CCO (stereo unspecified)	-2.5%	1.2%	-20.0%	-2.9%	-11.0%	-3.5%	-41.0%	-2.7%	-2.6%	-11.4%
C=CCN1C(=O)c2ccc(C(=O)OCC(=O)N3CCN(c4ccccc4)CC3)cc2C1=O	4.6%	-1.8%	-5.6%	-1.7%	/	2.3%	/	-1.3%	-3.5%	/
O=[N+]([O-])c1cnc2ccccc2c1	-2.7%	1.6%	4.9%	-7.1%	?	18.2%	23.3%	1.4%	-1.4%	-9.6%
O=C(NCCO)/C(=C/c1ccc(Br)cc1)NC(=O)c1cccs1	-2.7%	-0.8%	7.3%	/	6.4%	-2.0%	-7.7%	-3.7%	-2.3%	2.4%
Cc1cc(Cl)ccc1NC(=S)NCCN1CCOCC1	1.3%	-0.8%	-4.1%	1.8%	/	-9.2%	14.0%	-3.4%	-2.5%	-21.0%
CCCNC(=O)CN(C)S(=O)(=O)c1ccc(F)cc1	-2.0%	1.0%	-9.6%	17.4%	?	-3.0%	32.2%	0.4%	3.9%	-7.3%
CCOC(=O)C1CCN(C(=O)c2cccc(N3C(=O)NC4CC3(C)Oc3ccc(C)cc34)c2)CC1 (stereo unspecified)	1.8%	1.7%	2.5%	-5.2%	-1.5%	-1.4%	0.5%	-7.4%	-4.0%	-2.9%
O=C(CSc1ccc(Cl)cc1)Nc1ccccc1N1CCN(C(=O)c2ccccc2)CC1	0.6%	-0.7%	-10.7%	4.3%	3.0%	-2.6%	26.9%	-7.5%	-6.7%	-28.0%
COc1ccc(-c2nc(N)nc(C(F)(F)F)c2-c2csc(C)n2)c(O)c1	-0.2%	1.4%	-13.4%	0.5%	5.4%	-4.0%	30.9%	-3.9%	-1.9%	-3.5%
Cc1ccc2c(cnn2C(=O)CCC(=O)N2CCCCC2C)c1 (stereo unspecified)	?	3.5%	-4.3%	4.5%	-6.4%	5.6%	-3.7%	6.8%	-1.5%	-8.6%
O=C(NCc1cccnc1)c1noc2c1CCCCC2	-0.8%	-2.7%	8.9%	/	1.0%	9.4%	35.3%	6.8%	9.9%	15.5%
O=C(c1ccccc1NS(=O)(=O)c1ccccc1)N1CCCCCC1	-2.5%	4.7%	-8.6%	3.7%	5.9%	/	6.9%	-5.1%	-1.5%	-7.1%
O=C(CSc1ccccn1)Nc1nc2ccc(Br)cc2s1	?	2.1%	68.9%	/	13.4%	-1.4%	-16.2%	5.3%	2.2%	1.7%
O=C(NNS(=O)(=O)c1ccccc1C(F)(F)F)c1cc2ncc(C(F)(F)F)cc2s1	0.5%	-0.9%	-18.1%	-1.3%	2.2%	-0.7%	2.4%	-0.5%	0.7%	2.2%
O=[N+]([O-])c1cc(/C=N/NC(=S)Nc2ccccc2Cl)ccc1Cl	6.1%	-10.4%	-115.6%	-5.2%	0.7%	5.0%	3.16µM*	-4.4%	2.3%	3.55µM*
COc1ccc(Cl)cc1NC(=O)CN(c1ccccc1)S(=O)(=O)N(C)C	2.8%	/	-48.3%	3.8%	-1.0%	/	2.7%	/	/	-3.9%
CC(CCn1cccn1)NC(=O)CCc1nnc(CCc2ccccc2)o1 (stereo unspecified)	-1.5%	-3.0%	4.5%	-0.8%	4.7%	0.0%	1.1%	-0.2%	-1.6%	-14.9%
CSc1ncc(C(=O)Nc2ccccc2Cl)c(C)n1	2.7%	-5.3%	28.2%	-5.0%	0.8%	0.6%	?	0.4%	-6.5%	-6.4%
CC(=O)c1ccccc1NS(=O)(=O)c1ccc2c(c1)CC(=O)N2	3.3%	-7.1%	-19.3%	18.7%	/	-5.5%	/	-1.9%	-2.0%	/
CCN(CC)c1nc2c(s1)C(=O)CC(C)(C)C2	-17.4%	17.7%	71.2%	-1.5%	4.8%	6.9%	-27.0%	?	12.0%	-3.4%
Nc1c(C(=O)c2ccc(Cl)cc2)sc2c1c(=O)[nH]c(=O)n2-c1ccccc1	4.6%	-4.3%	-2.7%	-20.9%	0.0%	-3.7%	?	14.1%	1.6%	-14.8%
COC(=O)[C@@]1(Cc2ccccc2)[C@H]2c3cc(C(=O)N4CCCC4)n(CCSCCO)c3C[C@H]2CN1C(=O)c1ccccc1	-2.4%	-1.8%	/	/	-18.3%	-9.8%	2.7%&11.5%	-0.6%	-1.0%	17.7%&-0.7%
COc1cc(/C=C2\C(=O)NN(c3ccc(C)cc3)C2=O)cc([N+](=O)[O-])c1O	26.9µM*	-3.5%	0.0%	5.6%	?	-3.5%	21.8%	1.4%	0.2%	-1.0%
O=C(NCc1ccccc1)/C(NC(=O)c1ccccc1)=C(/Sc1ccccn1)c1ccccc1	5.8%	-2.4%	-32.4%	9.7%	12.2%	1.9%	-16.2%	-4.5%	1.0%	0.7%
O=C(/C=C/c1cccc([N+](=O)[O-])c1)N1CCN(S(=O)(=O)c2cccs2)CC1	2.7%	-0.4%	3.2%	3.2%	?	4.3%	31.8%	-5.0%	-4.1%	-4.2%
COc1ccc(/C=N/NC(=O)c2cccnc2)cc1CN1CCN(c2ccc(F)cc2)CC1	-6.7%	-2.6%	-1.2%	-4.2%	?	-2.0%	-20.6%	-6.1%	-1.5%	-1.1%

# Whole records from above:
# O=C(CSc1ccccn1)Nc1nc2ccc(Br)cc2s1 reads FLuc counter = ?; Rab9 promoter act = 2.1%; BRCA1 expr up = 68.9%; uPA surface inh = /; MBNL1-CUG inh = 13.4%; p53 reactivation = -1.4%; RORgamma inh = -16.2%; ELG1 genotox = 5.3%; NPC1 prom act = 2.2%; VP16 counter = 1.7%
# CSc1ncc(C(=O)Nc2ccccc2Cl)c(C)n1 reads FLuc counter = 2.7%; Rab9 promoter act = -5.3%; BRCA1 expr up = 28.2%; uPA surface inh = -5.0%; MBNL1-CUG inh = 0.8%; p53 reactivation = 0.6%; RORgamma inh = ?; ELG1 genotox = 0.4%; NPC1 prom act = -6.5%; VP16 counter = -6.4%

# (list continues)
Structure	FLuc counter	Rab9 promoter act	BRCA1 expr up	uPA surface inh	MBNL1-CUG inh	p53 reactivation	RORgamma inh	ELG1 genotox	NPC1 prom act	VP16 counter
O=[N+]([O-])c1ccccc1OC/C(=N\O)c1ccccc1	?	21.9%	27.1%	1.6%	-9.9%	3.8%	10.0%	3.0%	4.8%	4.9%
COc1cccc(NC(=O)CCNC(=O)c2ccccc2Cl)c1	5.2%	-2.3%	15.9%	1.2%	-8.6%	-0.2%	2.6%	2.3%	-1.4%	-10.4%
O=C(NCCN1CCN(c2ccccc2)CC1)c1cccn2c(=O)c3cc(Cl)ccc3nc12	2.5%	-2.0%	-62.7%	/	-2.1%	2.1%	14.5%	-7.4%	6.5%	-14.8%
COc1ccc(OC)c(/C=C/C(=O)OCC(=O)N2CCCC2)c1	-1.0%	-2.8%	-21.8%	-7.1%	/	-0.4%	/	4.0%	-1.9%	/
Cc1ccc(/C=N/Nc2ccc(Cl)nn2)cc1	?	3.16µM*	?	1.1%	5.3%	6.2%	?	?	1.78µM*	-11.1%
CCOC(=O)c1nc(Nc2ccc(N3CCC(C)CC3)cc2)c2ccccc2n1	-17.9%	-2.1%	-4.4%	-8.4%	22.2%	-2.0%	?	-11.2%	-2.2%	23.6%
COC(=O)c1c(-c2ccccc2OC)sc2ccccc12	-10.2%	-3.6%	-40.5%	?	/	-7.8%	/	-0.8%	0.0%	/
CC1CN(C(=O)c2ccc3c(c2)OCO3)CC(C)O1 (stereo unspecified)	1.5%	20.3%	0.2%	-0.1%	-7.0%	-3.8%	-2.2%	2.3%	-0.1%	-2.1%
COc1ccc(Nc2cc(=O)oc3ccccc23)cc1	1.5%	-35.0%[inhibitor]	1.7%	-10.9%	1.3%	-3.4%	16.0%	-1.2%	-24.4%	14.6%
Cc1ccc(C)c(S(=O)(=O)N2CCCC2CNC(=O)C(=O)NC2CCCC2)c1 (stereo unspecified)	5.4%	-0.8%	-6.9%	1.3%	/	0.4%	/	2.2%	-0.2%	/
Cc1ccc(NC(=O)COC(=O)COc2ccc(Cl)cc2C)c([N+](=O)[O-])c1	0.8%	-1.3%	16.3%	-0.1%	?	0.2%	9.3%	2.2%	-2.1%	-11.7%
CC1CCCCC12NC(=O)N(CC(=O)Nc1ccc3c(c1)OCCCO3)C2=O (stereo unspecified)	-1.8%	2.1%	5.0%	1.1%	/	-4.8%	/	2.4%	-2.6%	/
